14-3-3 PPI: alters human 14-3-3 gamma binding to Raf peptide; P61981; FP, 14-3-3gamma / TMR-pS259-Raf peptide binding; inhibition, % at 40 µM; 160,000 tested, 0.19% active; AID 422; in the data active = inhibition above about 30%;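 also: 0% = protein plus tracer without compound and 100% = blank with tracer alone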
Target sequence (P61981 whole entry, looked up): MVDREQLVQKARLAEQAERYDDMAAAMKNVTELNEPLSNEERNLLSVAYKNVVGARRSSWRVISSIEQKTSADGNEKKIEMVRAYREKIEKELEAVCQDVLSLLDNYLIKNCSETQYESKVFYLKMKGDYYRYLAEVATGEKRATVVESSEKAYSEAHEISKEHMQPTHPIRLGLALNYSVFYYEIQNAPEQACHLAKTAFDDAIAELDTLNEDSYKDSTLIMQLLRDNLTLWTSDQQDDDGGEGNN
* = called active by the depositor; & = joins results of further samples.

SMILES	14-3-3 PPI
COC(=O)c1cc(N2C(=O)C3C4C=CC(C4=C(C)C)C3C2=O)ccc1Cl (centres undefined)	-2
Oc1ccc(-c2csc(Nc3cccnc3)n2)cc1	3
CCc1ccccc1NC(=O)C(CC)n1nc(-c2ccc(OC)cc2)ccc1=O (centres undefined)	-10
Cn1c(=O)[nH]c(=O)c2c1nc(CN1CCN(c3ccccc3F)CC1)n2CCCc1ccccc1	-2
Cc1ccccc1NC(=O)c1cc2c(CO)cnc(C)c2oc1=Nc1cccc(F)c1	-2
CC(C)C[C@@H]1NC(=O)N(CCN2CCOCC2)C1=O	-3
O=C(Cc1ccc(S(=O)(=O)N2CCOCC2)s1)NCC1CCCCC1	-23
CCOc1ccc(C(=O)Nc2ccc(Cc3ccncc3)cc2)cc1Br	4
COc1ccc(C)cc1N(C)C(=O)c1coc(=O)c2ccccc12	-8
Cc1cccc(NC(=O)CSc2ncnc3c2oc2ccccc23)c1	-6
Cc1cc(NS(=O)(=O)c2ccc(NC(=O)c3ccc(C)c(I)c3)cc2)no1	-2
Cc1ccc(S(=O)(=O)N2CCSC2c2ccccc2)cc1[N+](=O)[O-] (centres undefined)	-6
CC(=O)c1c(C)[nH]c(C(=O)Nc2cc(C)ccn2)c1C	-29
Cc1ccc(NC(=O)c2cnc3n(c2=O)CCS3)cc1C	-9
COc1cccc(CNS(=O)(=O)c2ccc3c(c2)CCN3C(=O)C2CC2)c1	-2
CCC(=O)Oc1cc2oc(CC)c(-c3ccc4c(c3)OCO4)c(=O)c2cc1CC	-12
COc1cc(C2NC(C(=O)O)CS2)cc(Br)c1OCc1ccccc1Cl (centres undefined)	9
O=C1CCCC2=C1C(c1cccc(Br)c1)C1=C(CCCC1=O)O2	-4
Cc1ccc(NC(=O)CSc2nc3c([nH]c4ccccc43)c(=O)n2C)c(C)c1	-1
Cc1ccc2c(c1)C(c1ccccc1)=NNC(c1ccccc1)=N2	-11
NC(=O)c1c(NC(NC(=O)c2cccs2)(C(F)(F)F)C(F)(F)F)sc2c1CCCC2	-17
Cc1ccc(-c2noc(COc3ccc(Cl)c(C)c3)n2)cc1	-2
Cc1cc(C)cc(N2C(=O)CSC2c2cccs2)c1 (centres undefined)	-3&-6
Cc1ccc(-c2cc(C(=O)Nc3cnn(C45CC6CC(CC(C6)C4)C5)c3)no2)cc1	-7
O=C(O)CCCNS(=O)(=O)c1ccc2ccccc2c1	7

The listing continues:
SMILES	14-3-3 PPI
COc1ccc(CNC(=O)CN2N=C(c3ccc(Cl)cc3)CCC2=O)c(OC)c1	-12
O=C1CC(c2ccccc2Cl)CC2=C1C(c1coc3ccccc3c1=O)Nc1ccccc1N2 (centres undefined)	-7
CC1CCCC(C)N1C(=O)c1cc(-c2ccc3c(c2)OCO3)on1 (centres undefined)	0
CC(=O)Nc1ccc(S(=O)(=O)NCCc2ccc(S(N)(=O)=O)cc2)cc1	0
O=C(CSc1cccc2cccnc12)Nc1cccc2ccccc12	0
CCCCOc1ccc(C(=O)Nc2sc3c(c2C#N)CCC3)cc1	-20
Cc1nn2c3c(cnc2c1-c1ccc(Cl)cc1)C(=O)CC(c1ccco1)C3 (centres undefined)	-11
COC(=O)c1cc(NC(=O)COc2ccccc2)cc(C(=O)OC)c1	-5
Cc1cc(NC(=O)CN2CCc3ccccc3C2)nc2c1c(=O)oc1ccccc12	-4
Cc1nn(Cc2ccc(Cl)c(Cl)c2)c(C)c1NC(=O)c1noc2c1CCCCC2	-5
CCOC(=O)Cn1c(=O)c2c(nc(Br)n2Cc2ccc(Cl)cc2)n(C)c1=O	-2
Clc1c(-c2nc3ccccc3s2)sc2ccccc12	1
Cc1cccc(Nc2nc(N)nc(CN3CCN(c4ccc(F)cc4)CC3)n2)c1	-6
O=C1c2ccccc2C(=O)N1CCCO	-1
NC(=O)CN1C(=O)c2cccc3cccc1c23	-35
CC(=O)C1=C(c2ccccc2)SC(=C2C(=S)C(C)(C)Nc3cc(C)c(C)cc32)S1	-6
CC1(C)CC(=O)C2=C(C1)Nc1ccccc1NC2c1cccc(Cl)c1 (centres undefined)	-3
COc1cc2nc(NC(=O)c3ccccc3)[nH]c(=O)c2cc1OC	-18
CC(C)OC(=O)C(C)OC(=O)c1ccc([N+](=O)[O-])cc1Cl (centres undefined)	5
COc1ccc2oc(=Nc3cccc(C#N)c3)c(-c3nc4ccccc4[nH]3)cc2c1	-8
COc1cc(C2C3=C(CC(c4ccco4)CC3=O)Nc3ccccc3N2C(C)=O)cc(OC)c1OC (centres undefined)	-5&-15
CCOC(=O)C1=C(N)N(c2ccc(OC)cc2)C2=C(C(=O)CCC2)C1c1ccc(F)cc1 (centres undefined)	-8
CCOC(=O)C(C)OC(=O)c1cc([N+](=O)[O-])ccc1Cl (centres undefined)	-21
O=c1[nH]c(-c2ccccc2Cl)nc2ccccc12	-60
COc1ccc(C2C(C(=O)NCCN(C)C)CCC(=O)N2c2ccc3c(c2)OCO3)cc1 (centres undefined)	-8

19 neighbouring entries out of the list so far:
SMILES	14-3-3 PPI
Cc1nn2c3c(cnc2c1-c1ccc(Cl)cc1)C(=O)CC(c1ccco1)C3 (centres undefined)	-11
COC(=O)c1cc(NC(=O)COc2ccccc2)cc(C(=O)OC)c1	-5
Cc1cc(NC(=O)CN2CCc3ccccc3C2)nc2c1c(=O)oc1ccccc12	-4
Cc1nn(Cc2ccc(Cl)c(Cl)c2)c(C)c1NC(=O)c1noc2c1CCCCC2	-5
CCOC(=O)Cn1c(=O)c2c(nc(Br)n2Cc2ccc(Cl)cc2)n(C)c1=O	-2
Clc1c(-c2nc3ccccc3s2)sc2ccccc12	1
Cc1cccc(Nc2nc(N)nc(CN3CCN(c4ccc(F)cc4)CC3)n2)c1	-6
O=C1c2ccccc2C(=O)N1CCCO	-1
NC(=O)CN1C(=O)c2cccc3cccc1c23	-35
CC(=O)C1=C(c2ccccc2)SC(=C2C(=S)C(C)(C)Nc3cc(C)c(C)cc32)S1	-6
CC1(C)CC(=O)C2=C(C1)Nc1ccccc1NC2c1cccc(Cl)c1 (centres undefined)	-3
COc1cc2nc(NC(=O)c3ccccc3)[nH]c(=O)c2cc1OC	-18
CC(C)OC(=O)C(C)OC(=O)c1ccc([N+](=O)[O-])cc1Cl (centres undefined)	5
COc1ccc2oc(=Nc3cccc(C#N)c3)c(-c3nc4ccccc4[nH]3)cc2c1	-8
COc1cc(C2C3=C(CC(c4ccco4)CC3=O)Nc3ccccc3N2C(C)=O)cc(OC)c1OC (centres undefined)	-5&-15
CCOC(=O)C1=C(N)N(c2ccc(OC)cc2)C2=C(C(=O)CCC2)C1c1ccc(F)cc1 (centres undefined)	-8
CCOC(=O)C(C)OC(=O)c1cc([N+](=O)[O-])ccc1Cl (centres undefined)	-21
O=c1[nH]c(-c2ccccc2Cl)nc2ccccc12	-60
COc1ccc(C2C(C(=O)NCCN(C)C)CCC(=O)N2c2ccc3c(c2)OCO3)cc1 (centres undefined)	-8

Further structures follow:
SMILES	14-3-3 PPI
Cc1n[nH]c(C)c1N1C(=O)c2cccc3c([N+](=O)[O-])ccc(c23)C1=O	0
Cc1ccc(-n2c(=O)c3c(n4c(SCC(N)=O)nnc24)-c2ccccc2CC32CCCCC2)cc1	-3
c1ccc(CCCc2nc(-c3ccccn3)no2)cc1	-6
CCc1ccc(Oc2ncnc(N)c2[N+](=O)[O-])cc1	-10
CCOC(=O)C1=C(c2ccccc2)N2CCN=C2S1	-4
O=C(O)CCNc1ncnc2ccccc12	-2
Cc1c(C(=O)NCc2ccco2)oc2ccc(S(=O)(=O)N(C)C3CCCCC3)cc12	-8
Cc1ccc(S(=O)(=O)Cc2ccc(C(=O)N3CCN(c4cc(C)ccc4C)CC3)o2)cc1	-3
Cc1cccc(NC(=O)CSc2nnc(N)s2)c1	-1
O=C(CCC(=O)Nc1ccc(Oc2ccccc2)cc1)NCCO	-1
COc1ccc(-c2c(C)n([O-])c3c([n+]2=O)CCCC3)cc1	0
COc1ccc(CNC(=O)c2cc3nc4c(c(C(F)(F)F)n3n2)CCc2ccccc2-4)cc1	-3
N#CCc1nc2c3c4c(sc3ncn2n1)CCCC4	-4
CC1(C)CC2CC(C)(CN2Cc2c(O)ccc3ccccc23)C1 (centres undefined)	3
Cc1cc(-c2ccccc2)nc2cc(C(=O)NCCCn3ccnc3)nn12	-9
COc1ccc(C(=O)c2ccccc2)cc1[N+](=O)[O-]	-3
COc1ccc(S(=O)(=O)Nc2ccc(CC(=O)O)cc2)cc1OC	-11
O=C(c1ccc2c(c1)OCO2)N1CCN=C1SCc1ccc([N+](=O)[O-])cc1	-2
CCOC(=O)C1CCN(c2cc(C)nc3cc(-c4cccc(F)c4)nn23)CC1	4
CC(C)c1ccc(NC(=O)Cn2ncc3c(=O)oc4ccccc4c32)cc1	-15
CC(C)(C)c1csc(NC2=NS(=O)(=O)c3ccccc32)n1	1&-16
COc1ccc(N2CC(C(=O)NCCc3ccc(Cl)cc3)CC2=O)cc1 (centres undefined)	-8
CC1CCN(CCCNC(=O)c2cn(C3CCCC3)c(=O)c3c2c2ccccc2n3C)CC1	-5
O=C(O)CC(C(=O)N(c1ccccc1)c1ccccc1)N1CCOCC1 (centres undefined)	-3
Clc1ss/c(=N\c2ccccn2)c1Cl	0

(continued)
SMILES	14-3-3 PPI
O=S(=O)(Nc1nc2ccccc2nc1NCc1ccco1)c1cccs1	-12
O=C(Nc1ccccc1)N(C1=NCCC1)c1ccc(OC(F)F)cc1	6
COC(=O)C1=C(C)N(C)C(C)=C(C(=O)OC)C1c1ccc(OC)cc1	-12
Cc1c(C(=O)Nc2cnc3ccccc3c2)sc2ncn(Cc3ccccc3Cl)c(=O)c12	-1
CC(=O)c1cccc(NC(=O)c2cc(-c3ccc(F)cc3)on2)c1	-3
O=c1cc(CSc2nc(NCC3CCCO3)c3ccccc3n2)nc2ccc(Cl)cn12 (centres undefined)	-15
Cc1ccccc1Nc1cc(C(=O)NCc2ccc3c(c2)OCO3)c2ccccc2n1	-64
Brc1cccc(/C=N\n2cnnc2)c1	-1
O=C(Nc1ccc(Cc2ccc(NC(=O)C3CC3)c(O)c2)cc1O)C1CC1	1
CC(C)(CC(=O)NCCc1ccc(S(N)(=O)=O)cc1)CC1=NS(=O)(=O)c2ccccc2N1	-6
Cc1ccc(S(=O)(=O)NCCCCNS(=O)(=O)c2ccc(C)cc2)cc1	4
CCN1CCN(C(c2cccs2)C(C)NS(=O)(=O)c2ccc(F)cc2)CC1 (centres undefined)	0
COc1ccccc1C(c1nnnn1C(C)(C)C)N1CCN(Cc2ccncc2)CC1 (centres undefined)	5
C=CCn1c(=N)c(C(=O)NC2CCCCC2)cc2c(=O)n3cccc(C)c3nc21	-6
O=C(CN1C(=O)C2C3C=CC(C3)C2C1=O)NC1CCCCC1 (centres undefined)	2
COc1ccc(C(CC(=O)O)NC(=O)C2CCCCC2)cc1C (centres undefined)	-4
O=C1CCC(=O)N1c1ccc(S(=O)(=O)Nc2cccc([N+](=O)[O-])c2)cc1	-7
CCn1cc(C(=O)Nc2ccc(C(=O)OC)cc2)c(=O)c2ccc(C)nc21	-9
CCCSc1nc2sc3c(c2c(=O)n1-c1ccc(OC)cc1)CC(C)(CC)OC3 (centres undefined)	4
CCOc1ccc2nc(Nc3nc(C)c(Cc4ccccc4)c(=O)[nH]3)nc(C)c2c1	-15
Cc1cc(=O)[nH]c(N2CCCC2)n1	-10&5
O=C(Cc1cccs1)NCc1ccco1	7
CN(CC(=O)O)S(=O)(=O)c1ccc2oc3ccccc3c2c1	-1
CCOc1ccc(C2/C(=C(/O)c3ccccc3)C(=O)C(=O)N2CCCN(C)C)cc1OC (centres undefined)	-2
COc1ccc(C2CC(=O)C3=C(C2)Nc2ccccc2NC3c2ccc(C)o2)cc1 (centres undefined)	7

Other compounds follow.
SMILES	14-3-3 PPI
COc1cc(N2C(=O)C3C4C=CC(C4)C3C2=O)c(OC)cc1Cl (centres undefined)	-9
O=C(CSc1nc2c(sc(=S)n2CC2CCCO2)c(=O)n1-c1ccc(F)cc1)NCc1ccco1 (centres undefined)	-80
O=C(CCS(=O)(=O)c1cccc2nonc12)Nc1ccc(OC(F)(F)F)cc1	1
Cc1ccccc1N1C(=O)CC(c2c[nH]c3ccccc23)C1=O (centres undefined)	-2
COc1ccc(OC)c(NC(=O)c2sc3ncnc(N4CCC(C)CC4)c3c2C)c1	2
O=C1c2ccccc2C(Nc2ccc3nc(-c4cccnc4)[nH]c3c2)N1Cc1ccco1 (centres undefined)	-5
CC(C)(C)c1ccc2c(c1)C(=O)c1ccccc1C2=O	-9
O=C(O)CSc1nc2ccsc2c(=O)n1CC1CCC(C(=O)O)CC1 (centres undefined)	-4
Cc1cc(-c2nc3ncccc3o2)ccc1NC(=O)CC(C)C	-2
Cc1ccc2cccc(NC(=O)C3CC3)c2n1	-44
COc1cccc(-n2nc(C(=O)NCc3ccc(F)cc3)c3ccccc3c2=O)c1	-4
CC1CCCCN1S(=O)(=O)c1ccc2[nH]c(=O)cc(C(=O)NC3CCCCCCC3)c2c1 (centres undefined)	-10
O=C1CCC(C(=O)OCc2cc(Cl)ccc2OC(F)F)N1 (centres undefined)	-5
Cn1c(=O)n(Cc2ccccc2)c(=O)c2c1nc(NCC1CCCO1)n2Cc1ccccc1 (centres undefined)	-9
O=C(NCCCN1CCCC1=O)c1ccc2c(=O)n(Cc3ccc4c(c3)OCO4)c(=O)[nH]c2c1	-1
O=C(CSc1nc2ncccc2[nH]1)N1CCOCC1	1
O=C(NCCO)C1(c2ccccc2)CCCC1	23
O=C(c1cc2ccccc2c(=O)o1)N1CCc2ccccc21	-14
Cc1ccc(CCNS(=O)(=O)c2ccc3c(c2)CCN3C(=O)C2CCC2)cc1	0
O=C(CSc1nc2ccccc2c(=O)n1-c1ccccc1)Nc1ccc(F)c([N+](=O)[O-])c1	-14
O=c1c2ccccc2c2ccccc2c(=O)n1Cc1ccco1	-5
CC1CCN(C2CC(=O)N(c3ccc(Br)cc3Br)C2=O)CC1 (centres undefined)	-9
CN(C)CCCN1C(=O)c2oc3ccccc3c(=O)c2C1c1cccs1 (centres undefined)	-13
COc1ccc(N(CC(=O)NCc2ccco2)S(=O)(=O)c2c(C)nn(C)c2C)cc1	11
CN1C(=O)CSc2ccc(NC(=O)NCc3cccnc3)cc21	-7

Screening data as filed in PubChem.

Not all compounds are listed, so the mix of outcomes need not match the whole.
